Screening data from PubChem BioAssay.
hcGAS lum: inhibitors of human cGAS. AID 1259398. inhibition, % at 12.5 µM. actives 0.081% (n = 290,000). recombinant h-cGAS, ATP depletion, Kinase-Glo luminescence;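 note: 0% = vehicle reaction and 100% = reaction without DNA for no activity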
Target sequence (Q8N884 whole entry, looked up): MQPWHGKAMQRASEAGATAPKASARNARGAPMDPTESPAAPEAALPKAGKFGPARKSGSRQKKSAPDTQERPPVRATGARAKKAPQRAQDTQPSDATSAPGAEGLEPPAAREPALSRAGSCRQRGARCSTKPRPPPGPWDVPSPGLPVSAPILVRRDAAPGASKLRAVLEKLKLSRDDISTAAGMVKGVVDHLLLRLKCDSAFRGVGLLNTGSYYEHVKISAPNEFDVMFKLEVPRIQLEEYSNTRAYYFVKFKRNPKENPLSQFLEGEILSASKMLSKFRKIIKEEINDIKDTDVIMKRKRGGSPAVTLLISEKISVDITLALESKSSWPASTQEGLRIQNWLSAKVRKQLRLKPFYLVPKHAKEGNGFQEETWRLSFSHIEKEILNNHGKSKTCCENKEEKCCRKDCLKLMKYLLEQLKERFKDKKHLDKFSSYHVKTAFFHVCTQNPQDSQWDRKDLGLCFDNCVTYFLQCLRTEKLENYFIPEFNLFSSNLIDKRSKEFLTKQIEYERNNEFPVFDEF
mcGAS lum: mouse cGAS inhibition by luminescence; Q8C6L5; inhibition, % at 12.5 µM; actives 0.15% (n = 160,000); recombinant cGAS, Kinase-Glo ATP depletion luminescence;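 note: 0% = negative control wells and 100% = reference inhibitor with no enzyme activity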
NPYLR7 agonist: activates Aedes aegypti NPYLR7 receptor | HEK293T NPYLR7/Galpha15, GCaMP6s calcium fluorescence | activation, % at 10 µM | actives 0.15% (n = 270,000) | AID 1259423; in the data active = activation above about 40%;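 note: 0% = vehicle and 100% = reference agonist at the receptor; some compounds past the cut are filed as inactive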
Starred values were filed as active, the others as inactive; x = not tested or not shown; & = joins results of further samples. Cut-off read from the data, not from the text of the source, unless noted: active = inhibition above about 40%; inactive = the rest. The order is random; overall some 0.27% were active at least once.

Order of results – hcGAS lum, mcGAS lum, NPYLR7 agonist
CS(=O)(=O)c1ccc(C(=O)Nc2ccc(N3CCc4sccc4C3)nc2)cc1
→ -4, x, 8
CC1CCCCC1NS(=O)(=O)Cc1ccccc1 (configuration not stated)
→ 1, x, -3
CC(C)CCCC(C)[C@H]1CCC2C3CC=C4C[C@@H](O)CC[C@]4(C)C3CC[C@@]21C (some centres not stated)
→ 1, x, -10
COc1cc(C(=O)Oc2cccc(Br)c2)cc(OC)c1OC
→ -1, x, 12
COc1ccc(-c2csc(NC(=O)Cn3cc(C(F)(F)F)cc(Cl)c3=O)n2)cc1
→ -5, x, -2
COC(=O)c1ccccc1NC(=S)Nc1ccc(OC2CCN(C(=O)OC(C)(C)C)C2)cc1 (configuration not stated)
→ -3, -7, -1
COc1ccc(Cl)c2sc(N(Cc3ccncc3)C(=O)c3ccn(C)n3)nc12
→ -9, -9, x
Cc1ccccc1NC(=O)CC(=O)NCCc1ccccc1Cl
→ -6, x, -1
Cc1cccc(OCC(=O)N2CCCC2c2nc3ccccc3[nH]2)c1 (configuration not stated)
→ -6, -10, 3
CCN(CC)S(=O)(=O)c1ccc(-c2nc(C#N)c(N3CCc4ccccc4C3)o2)cc1
→ -8, -9, -2
Fc1ccc(C2CC(c3ccc4c(c3)OCO4)=Nc3ncnn32)cc1 (configuration not stated)
→ -10, x, 31
CCOc1ccc(C(=O)Nc2ccc(Cc3ccncc3)cc2)cc1[N+](=O)[O-]
→ -5, -6, 1
CCOc1ccccc1NC(=O)CSc1nc(=O)n(CCCN(CC)CC)c2c1CCC2
→ -1, -7, -1
COCCn1c(C)cc(O)c(C(c2ccncc2)N2CCC(C)CC2)c1=O (configuration not stated)
→ 14, x, 10
CC(C)c1ccc(NC2CCCN(C(=O)c3ccccc3-c3ncc[nH]3)C2)cc1 (configuration not stated)
→ -3, -11, 6
COc1ccc(Cl)cc1N1CCN(S(=O)(=O)c2ccc(C)cc2)C(C)C1=O (configuration not stated)
→ -4, -4, -1
CC(C)NC(=O)C1CCN(C(=O)c2ccc(Br)cc2)CC1
→ -6, x, 7
COCCN1C(=O)CC(CC(=O)N2CCC(c3ccc(F)cc3)C2)(c2ccccc2OC)C1=O (configuration not stated)
→ -9, -12, 2
CSC(N)=NC(c1ccc(F)cc1)c1ccc(F)cc1
→ -4, x, 7
COc1ccc(-c2cn3c(C)c(C(=O)Nc4ccc(C)cc4C)sc3n2)cc1
→ -7, -7, 0
COc1ccc(CN(C(=O)Nc2ccc(SC)cc2)C(C)C)cc1OS(C)(=O)=O
→ -8, -6, x
CC(=O)O[C@@H]1CC2C(C)(C)C(=O)C3OC3[C@]2(C)C2CC[C@@]3(C)[C@H](c4ccoc4)OC(=O)C4OC43[C@@]21C (some centres not stated)
→ -6, -4, x
Cc1ccc(NC(=O)C2(C)CCN2C(=O)Cc2cc(F)ccc2F)cc1 (configuration not stated)
→ -11, -5, 9
Cc1cccc(OCCNC(=O)CN2C(=O)NC3(CCC(C)CC3)C2=O)c1 (configuration not stated)
→ -8, x, -1
COc1cccc(N2C(=O)CSC2c2cccc(NC(=O)C(C)(C)CCl)c2)c1 (configuration not stated)
→ -1, 0, 5
Cc1ccc(C2C(=O)c3ccccc3C2(O)c2ccccc2)cc1 (configuration not stated)
→ -6, x, 4
CCCCNC(=O)c1cn(CCOC)cc2c(=O)n(-c3ccccc3)nc1-2
→ -3, -3, 4
CC(C)=CC(O)(C=C(C)C)c1ccc(CN(Cc2ccc(C)cc2)C2CC2)o1
→ -6, -5, 4
Cn1cc(Cl)c(C(=O)Nc2nc3ccccc3s2)n1
→ -5, -5, 0
O=C(O)C1(CCc2ccccc2)CCCN(c2ncnc3c2CCC3)C1 (configuration not stated)
→ -7, x, 28
C[C@@H](CN1CCC(n2c(=O)[nH]c3cc(Cl)ccc32)CC1)NC(=O)c1ccc2ccccc2c1
→ 4, x, -15
CC(C)CCN1CCN(c2cc(Oc3ccc(Cl)cc3)ncn2)CC1
→ -6, -5, 13
Cc1ccc(N2CCn3c(SCC(=O)N4CCCC4)nnc32)cc1
→ -6, -8, -2
Cc1nc(CCNC(=O)Cc2c(C)nc(N)nc2C)sc1C
→ -5, x, -6
Cc1ccc(C(C)C)cc1OCC(=O)N1CCCN(C(=O)Nc2ccccc2)CC1
→ -6, x, 6
COCCN(Cc1cc(NC(=O)c2ccccc2Cl)ccc1N(C)C)C(=O)C1CC1
→ 0, -6, 1
CCc1[nH]c(C(=O)N2CCN(C(C)C(=O)NC3CC3)CC2)c(C)c1C(=O)OC (configuration not stated)
→ -3, x, 0
CN1CCN(c2nc3c(c(N4CCCCC4)n2)CNCC3)CC1
→ -9, x, 25
COc1ccc2oc(=O)n(C3CCN(C(=O)c4ccc(C#N)cc4)CC3)c2c1
→ -4, -5, 7
CC(NC(=O)CCC1=NNC(=O)CC1)c1ccc(O)c(F)c1 (configuration not stated)
→ -4, -14, 1
O=C(C1CCC1)N1CCCC(N2CCN(c3ccccc3)CC2)C1 (configuration not stated)
→ -7, x, 3
COCCn1c(C)c(C)n2c3c(=O)n(Cc4ccccc4F)c(=O)n(C)c3nc12
→ -9, x, 0
Cc1ccsc1/C=C1N=C(/C=C/c2ccc([N+](=O)[O-])cc2)OC\1=O
→ -4, x, -5
O=C(c1cc2c(nc1Cl)CCC2)N1CCSC1
→ -9, -6, -18
Cc1ccccc1C(=O)N1C(C(=O)NCc2ccncc2)COC12CCN(C(=O)c1ccc(F)cc1)CC2 (configuration not stated)
→ 0, -2, 5
CCNC(=O)N(Cc1ccco1)Cc1c(-c2ccccc2)noc1N1CCc2ccccc2C1
→ -3, -5, 10
Cc1cc(C)n(-c2nnc(C)n2/N=C\c2cc([N+](=O)[O-])ccc2Cl)n1
→ 1, 0, 1
COC(=O)C(CCSC)NC(=O)c1cc(COc2ccccc2SC)on1 (configuration not stated)
→ -4, x, 5
COc1ccccc1CNC(=O)CCc1nc(-c2cccs2)no1
→ -7, -5, 0
CN(Cc1ccsc1)Cc1cc2n(n1)CCCNC2
→ -2, -16, 3

(continued)
Order of results – hcGAS lum, mcGAS lum, NPYLR7 agonist
Cc1cc(N2CCN(c3ccc(F)cc3)CC2)nc(-n2nc(C)cc2C)n1
→ -8, -9, 6
CCOC(=O)C1C(=O)C=C(c2ccc(OC)cc2)CC1c1ccccc1C (configuration not stated)
→ 3, 2, 1
CCOC(=O)Cn1c(=O)c2c(nc3n(C(C)c4ccccc4)c(C)c(C)n23)n(C)c1=O (configuration not stated)
→ -7, -9, 1
CC1CCN(c2ccc(NC(=O)C(Cl)c3ccccc3)cc2C(=O)N2CCCC2)CC1 (configuration not stated)
→ -6, -4, -3
CN(C)C1CCCC(NC(=O)NCCOc2cccnc2)C1 (configuration not stated)
→ -7, x, -1
C(=NN1CCN(c2ccccn2)CC1)c1ccc2ncccc2c1
→ -1, x, 10
COc1ccc(S(=O)(=O)NCc2nnnn2C2CCCCC2)cc1C
→ -9, -8, 1
CCOc1cccc(/C=C2/SC(=Nc3cccc(Cl)c3)C(C(=O)OC)=C2O)c1O
→ -5, -5, -8
COc1cccc(COC(CN2CCN(C(=O)Nc3ccc(OC)cc3OC)CC2)c2ccc(Cl)cc2)c1 (configuration not stated)
→ -4, -7, x
COC(C)(C)c1noc(-c2ccc(F)c(NC(C)=O)c2)n1
→ -1&-9, x, 1&7

A different layout for 2 compounds above.
> COc1cccc(COC(CN2CCN(C(=O)Nc3ccc(OC)cc3OC)CC2)c2ccc(Cl)cc2)c1 (configuration not stated)
  hcGAS lum: -4	mcGAS lum: -7	NPYLR7 agonist: x
> COC(C)(C)c1noc(-c2ccc(F)c(NC(C)=O)c2)n1
  hcGAS lum: -1&-9	mcGAS lum: x	NPYLR7 agonist: 1&7

(further entries)
Order of results – hcGAS lum, mcGAS lum, NPYLR7 agonist
CCCNC(=O)C1CCC(Cn2c(=O)c3sccc3n(Cc3ccc(F)cc3)c2=O)CC1 (configuration not stated)
→ -6, 4, 1
NCc1ccc(Br)cc1Oc1ccccc1
→ 0, x, -15
COc1ccccc1N1CCN(C(=O)c2cccc(C)c2)C(C)C1=O (configuration not stated)
→ -6, -5, 12
CC(C)OC(=O)C(C(=O)C(F)(F)F)c1cc(NS(=O)(=O)c2ccccc2)ccc1O (configuration not stated)
→ -7, x, 5
CN(Cc1cccc(N2CCN(Cc3c(Cl)ccc(Cl)c3Cl)CC2)c1F)S(C)(=O)=O
→ 0, -2, -1
CCCN(CCC)Cn1c(O)c(N=NC(=O)c2ccccc2)c2cc(Br)ccc21
→ -5, -7, 1
Cn1c(SCc2cc(Cl)cc3c2OCOC3)nc2ccccc21
→ 5, x, -3
CN1CC2(CCN(C(=O)c3cc4cccc(Cl)c4n3C)C2)OC1=O (configuration not stated)
→ -9, x, 1
CC(C)c1nnc(SCC(=O)Nc2ccc3c(c2)OCO3)c2c1cnn2-c1ccc(F)cc1
→ -7, -14, -8
O=C(O)CCC(=O)CCC(=O)c1cccs1
→ 5&-5, -5, 1&-1

13 entries out of the list, ordered by number of heavy atoms, highest first.
Order of results – hcGAS lum, mcGAS lum, NPYLR7 agonist
COc1cccc(COC(CN2CCN(C(=O)Nc3ccc(OC)cc3OC)CC2)c2ccc(Cl)cc2)c1 (configuration not stated)
→ -4, -7, x
CC(C)c1nnc(SCC(=O)Nc2ccc3c(c2)OCO3)c2c1cnn2-c1ccc(F)cc1
→ -7, -14, -8
CCCNC(=O)C1CCC(Cn2c(=O)c3sccc3n(Cc3ccc(F)cc3)c2=O)CC1 (configuration not stated)
→ -6, 4, 1
CCOC(=O)Cn1c(=O)c2c(nc3n(C(C)c4ccccc4)c(C)c(C)n23)n(C)c1=O (configuration not stated)
→ -7, -9, 1
CN(Cc1cccc(N2CCN(Cc3c(Cl)ccc(Cl)c3Cl)CC2)c1F)S(C)(=O)=O
→ 0, -2, -1
CCCN(CCC)Cn1c(O)c(N=NC(=O)c2ccccc2)c2cc(Br)ccc21
→ -5, -7, 1
CCOC(=O)C1C(=O)C=C(c2ccc(OC)cc2)CC1c1ccccc1C (configuration not stated)
→ 3, 2, 1
COc1ccc(S(=O)(=O)NCc2nnnn2C2CCCCC2)cc1C
→ -9, -8, 1
CN1CC2(CCN(C(=O)c3cc4cccc(Cl)c4n3C)C2)OC1=O (configuration not stated)
→ -9, x, 1
Cn1c(SCc2cc(Cl)cc3c2OCOC3)nc2ccccc21
→ 5, x, -3
CN(C)C1CCCC(NC(=O)NCCOc2cccnc2)C1 (configuration not stated)
→ -7, x, -1
COC(C)(C)c1noc(-c2ccc(F)c(NC(C)=O)c2)n1
→ -1&-9, x, 1&7
NCc1ccc(Br)cc1Oc1ccccc1
→ 0, x, -15

Continuation:
Order of results – hcGAS lum, mcGAS lum, NPYLR7 agonist
Cc1cc(Cn2cnc3sc4c(c3c2=O)CCNC4)c(C(F)(F)F)o1
→ 0, -8, -5
O=C(c1ccsc1)N1CCC2(CCCN(CC3CCCCC3)C2=O)C1 (configuration not stated)
→ 0, x, 10
CSc1ccc(C(c2c(O)cc(C)n(Cc3ccco3)c2=O)N2CCCCC2)cc1 (configuration not stated)
→ -10, x, 10
COc1ccc2[nH]c(=O)c(CN3CCOC(CN)C3)cc2c1 (configuration not stated)
→ -1, -15, 4
C=C(C)Cn1c(=O)c2c(nc3n(CCCCCC)c(C)cn23)n(C)c1=O
→ 0, x, -14
COc1ccc2nc(N(CCN3CCOCC3)C(=O)/C=C/c3cccs3)sc2c1
→ -7, x, 14
O=C(CCSc1ccc2c(c1)OCCO2)NCCN1CCCC(O)C1 (configuration not stated)
→ -3, x, 8
Cc1cc(C(=O)CSc2nnnn2-c2ccccc2)c(C)n1-c1ccc(Cl)cc1
→ -3, -7, -6
O=C1/C(=C/c2ccc(-c3ccc([N+](=O)[O-])cc3)o2)C=C(c2ccccc2)N1c1ccc(O)cc1
→ -13, -8, -1
CN1C=CC(=C2C(=O)c3ccccc3C2=O)C=C1
→ -3, -3, 3
COc1ccccc1NC(=O)c1cc2cc([N+](=O)[O-])ccc2oc1=N
→ 4, -4, -3
Cc1cccnc1N1CCN(Cc2ccc(-n3ccnc3)cc2)CC1
→ -5, x, 12
CN(C)S(=O)(=O)c1ccc(C(=O)NCc2c(-c3ccccc3)nc3n2CCS3)cc1
→ -8, x, 13
COc1cc(-c2ccc(C)s2)cc2c1OCCN(CCc1ccccn1)C2
→ -1, x, -2
Cc1ccc(CN(CCc2c[nH]c3ccccc23)C(=O)CN(C(=O)c2ccc([N+](=O)[O-])cc2)C(C)C)cc1
→ -6, -4, -3
Cc1ccccc1C1=NOC(CN(Cc2cccc(F)c2)C(=O)c2cccs2)C1 (configuration not stated)
→ -1, -7, x
Cc1nnc(-c2cn(CC(=O)N3CCCC3)c3ccccc23)o1
→ -6, -10, 3
CCCCOc1ccc(S(=O)(=O)Nc2cc(Cl)ccc2C(=O)NCCc2ccc(OC)cc2)cc1
→ -4, -6, 4
O=S(=O)(c1ccc2c(c1)CCC2)N1CCN(CC2CCCCO2)CC1 (configuration not stated)
→ -5, x, 5
CCOC(=O)c1cc(-c2ccc(N3CCN(C(=O)CCCC(=O)OC)CC3)cc2)n(-c2ccc(OC)cc2)n1
→ -1, -4, 5
